ERAP1 HTS inh: inhibitors of human ERAP1 aminopeptidase. Q9NZ08. recombinant ERAP1, Leu-AMC fluorescence, 60 min. inhibition, % at 10.7 µM. 340,000 compounds, 0.15% hits;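 active = mean replicate inhibition of at least 30%, or all replicates individually reaching that 30% level; inactive = mean below 30% and not every replicate reaching it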;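 also: 0% = neutral control wells and 100% = L-leucinethiol positive control wells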
Target sequence (Q9NZ08 whole entry, looked up): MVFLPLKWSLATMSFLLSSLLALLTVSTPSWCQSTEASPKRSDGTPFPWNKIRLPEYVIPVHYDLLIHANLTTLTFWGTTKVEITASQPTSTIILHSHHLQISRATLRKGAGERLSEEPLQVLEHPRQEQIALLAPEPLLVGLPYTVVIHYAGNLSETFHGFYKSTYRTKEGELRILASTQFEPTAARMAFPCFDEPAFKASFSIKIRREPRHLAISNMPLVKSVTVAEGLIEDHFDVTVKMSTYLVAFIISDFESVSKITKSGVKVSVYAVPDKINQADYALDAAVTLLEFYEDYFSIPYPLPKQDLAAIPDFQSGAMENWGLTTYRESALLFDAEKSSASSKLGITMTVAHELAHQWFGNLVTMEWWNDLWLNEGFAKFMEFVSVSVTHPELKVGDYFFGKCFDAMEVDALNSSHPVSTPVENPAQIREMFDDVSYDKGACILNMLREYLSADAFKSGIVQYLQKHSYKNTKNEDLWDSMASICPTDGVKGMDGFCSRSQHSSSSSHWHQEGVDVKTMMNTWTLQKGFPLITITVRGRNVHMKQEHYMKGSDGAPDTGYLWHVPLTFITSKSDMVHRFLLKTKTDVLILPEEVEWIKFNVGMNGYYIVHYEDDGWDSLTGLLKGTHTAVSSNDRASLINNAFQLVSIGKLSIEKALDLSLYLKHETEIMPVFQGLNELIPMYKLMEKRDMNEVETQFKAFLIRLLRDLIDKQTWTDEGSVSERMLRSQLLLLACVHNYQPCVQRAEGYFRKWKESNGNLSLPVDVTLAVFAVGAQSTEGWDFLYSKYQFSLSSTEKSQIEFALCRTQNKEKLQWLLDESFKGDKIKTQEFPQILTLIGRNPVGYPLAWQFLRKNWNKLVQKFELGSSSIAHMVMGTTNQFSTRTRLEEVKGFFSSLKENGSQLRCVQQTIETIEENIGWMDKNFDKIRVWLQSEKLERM
esBAF inh: inhibitors of esBAF chromatin remodeling in mouse ES cells. Bmi1-luciferase knock-in reporter, 24 h; 100% = twice the neutral-well signal. 350,000 compounds, 2% hits. reporter increase, % at 12.5 µM; in the data active = activation above about 40%;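 also: 0% = median of the plate's neutral control wells and 100% = double that signal; a rise in the Bmi1 reporter signal indicates esBAF inhibition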
RAD54 inh: inhibitors of human RAD54 branch migration; RAD54 Holliday junction branch migration, FAM/BHQ fluorescence; inhibition, % at 10.4 µM; 360,000 compounds, 0.14% hits;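 active = mean normalized replicate activity at least 40 and at least half of replicates scoring 40 or more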;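 also: 0% = median of neutral control wells and 100% = median of positive control wells; inhibitors cause a drop in the FAM fluorescence signal; in these data hits start at about 50%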
F508del corr: correctors of CFTR F508del function in bronchial epithelial cells; CFBE cells, YFP halide quenching; stimulated with forskolin plus potentiator P3; % fluorescence drop versus neutral controls; activity (quench increase), % at 7.58 µM; 350,000 compounds, 0.36% hits;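 active = mean added fluorescence quench of at least 8% versus neutral control, with both replicates also reaching 8%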;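 also: cells transiently co-express mutant CFTR-F508del with the halide-sensitive YFP; corrector assay measuring rescue of mutant channel to the surface after 24 h compound exposure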
ARNT TACC3 PPI: ARNT/TACC3 interaction disruption | inhibition, % at 9.99 µM | Q9Y6A5 | 390,000 compounds, 0.66% hits | AlphaScreen His-ARNT PAS-B/GST-TACC3 binding, luminescence; TACC3 fragment carries E629A point mutation | AID 623870;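 active = mean inhibition of replicates at least 50% and at least half of replicates each reaching 50%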;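 also: 0% = complete ARNT plus TACC3 wells and 100% = ARNT alone without TACC3; many hits fall short of the cut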
RAD52 anneal inh: RAD52 (human) annealing inhibition; P43351; recombinant RAD52 DNA annealing, FRET fluorescence; inhibition, % at 18.7 µM; 360,000 compounds, 0.46% hits; AID 651710;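 active = every replicate showing at least 50% inhibition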
INS-1E GSIS act: GLuc luminescence reporter in INS-1E cells, primary screen for activators of glucose-dependent secretion of insulin; INS-1E GLuc reporter insulin secretion, 2-3 h; activation, % at 16.6 µM; 370,000 compounds, 0.61% hits;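 active = lowest replicate activation of at least 40%, so every replicate reaches that level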;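 also: 0% = median of neutral control wells and 100% = median of IBMX positive control wells; some compounds called inactive have numbers as strong as hits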
XiGFP reactiv: activators of X-chromosome reactivation in mouse fibroblasts. XiGFP mouse fibroblasts, % GFP-positive cells imaging, 3 d; cells co-treated with 5-aza-dC sensitizer; scaled so ellipticine positive control = 100%. activation, % at 7.58 µM. 360,000 compounds, 0.055% hits. AID 743238;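 active = mean normalized replicate activation at least 10% and every replicate at or above 10%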;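 also: 0% = median of on-plate neutral control wells and 100% = ellipticine 6 µM median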
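System: 68-5-11 XiGFP fibroblast line | Buffer or medium: DMEM containing 5-aza-dC | Compound: Single point | Times: Compounds 3 days, fix/stain 15 min at room temperature | Benchmarks: Positive control ellipticine, 6 µM final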
The depositor's hits bear a star; x = no result given.

Under each structure: ARNT TACC3 PPI, RAD54 inh, XiGFP reactiv, ERAP1 HTS inh, RAD52 anneal inh, esBAF inh, INS-1E GSIS act, F508del corr
C/C=C/c1ccc2c(c1)O[C@@H](CN(C)C(=O)CN1CCOCC1)[C@H](C)CN([C@H](C)CO)S2(=O)=O
→ -8.2, -5.2, -0.5, -0.5, 2.6, -5.1, -1.8, 3.3
CCOc1ccccc1N1CCN(C(=O)CCCN2C(=O)c3cccc4cccc(c34)C2=O)CC1
→ 9.1, x, -0.1, 1.6, 4.0, x, -6.6, x
Cc1cc(OCC(=O)OCC(=O)NCc2cccs2)ccc1Cl
→ 0.9, 6.1, 0.0, -0.2, -9.0, -0.8, -1.2, 2.1
C=CCN1C(=O)N(c2ccc(F)cc2)C(=O)C1CC(=O)Nc1ccc(Cl)cc1 (stereo not given)
→ -7.7, -5.9, 0.2, -0.1, -11.7, 4.0, -29.6, -1.7
Clc1ccc(OCCCCCN2CCCC2)c(Br)c1
→ x, 8.1, 0.3, 3.0, 0.8, -3.2, 27.0, -1.1
O=C(Nc1ccc2c(c1)[C@H]1C[C@@H](CC(=O)N3CCOCC3)O[C@H](CO)[C@H]1O2)NC1CCCC1
→ -6.2, -3.1, 0.0, 2.1, -10.4, -1.4, -4.9, 1.2
COCc1cc(=O)[nH]c(SCCS(=O)(=O)c2ccc(Cl)cc2Cl)n1
→ 2.5, -13.1, 0.3, -1.0, -6.4, -10.0, x, -1.4
O=C(N/N=C\c1ccc(OC(=O)c2cccs2)cc1)c1ccc(Cl)cc1
→ -4.2, x, 0.0, 0.0, -13.4, x, -8.7, x
COc1ccc(N2CCN(C(=O)COC(=O)c3ccc(Cl)nc3)CC2)cc1
→ -5.6, 13.7, 0.7, -3.5, -6.0, -1.2, 5.2, 0.5
O=C(NCC1CC1)[C@H]1[C@H](CO)[C@H]2Cn3c(ccc(-c4cccnc4)c3=O)[C@@H]1N2Cc1nccs1
→ 10.3, 6.6, 0.0, 1.7, 2.0, -1.8, 0.7, 0.9
O=C(COC(=O)c1cc(Cl)cc(Cl)c1)NCCN1C(=O)CSC1=O
→ -4.0, x, 0.0, 0.4, -18.2, x, 9.6, x
Cc1cn([C@H]2C[C@H](O)[C@@H](CNCc3ccccc3)O2)c(=O)[nH]c1=O
→ x, -11.0, 0.0, -6.8, -6.9, -1.3, 2.5, -1.7
Cc1nc2ccccc2nc1OCc1ccc([N+](=O)[O-])cc1
→ -1.7, x, 0.1, 9.9, -15.0, x, 5.4, 2.9
COc1cccc(NC(=O)NC(=O)c2c(C)cc(Cl)nc2Cl)c1
→ 1.7, -9.3, 0.0, -1.7, -4.8, -1.8, -7.3, 0.5
CN1CCN(C(=O)C[C@@H]2CC[C@H]3[C@@H](COC[C@H](O)CN3C(=O)C3CC3)O2)CC1
→ x, 11.2, 0.1, 0.8, -12.3, -2.2, 5.9, -1.2
CC(=O)n1nc(-c2ccccc2)nc1NCc1cccs1
→ -3.3, 4.0, -0.1, -1.4, -8.7, x, 2.7, 2.2
CCOC(=O)Cc1csc(NC(=O)CSc2nc(=O)[nH]c3c2CCCC3)n1
→ -1.3, -6.8, -0.1, -0.6, -5.2, -13.0, 28.3, 0.1
CC(C)(C)C(=O)C(Cl)C(=O)Nc1ccccc1 (stereo not given)
→ -2.5, x, 0.3, x, -4.8, x, 3.1, -3.5
COC(=O)c1c(-c2ccc(S(C)(=O)=O)cc2)sc2cc(OC)ccc12
→ 1.2, 6.9, 0.0, -0.8, -1.8, 44.7*, -5.6, 1.6
CSCCC(NC(=O)c1ccc([N+](=O)[O-])cc1Cl)C(=O)OCC(=O)N(C)C (stereo not given)
→ 10.5, x, 0.0, -2.6, -12.2, x, 27.4, 0.0
CN(CC(=O)Nc1ccc(F)cc1)CC(=O)N(C)C1(C#N)CCCCC1
→ -4.3, 6.5, -0.1, -4.1, -0.6, -3.9, 19.5, -0.7
COc1ccc(-n2c(COc3ccc4ccccc4c3)nnc2SCC(=O)NCc2ccco2)cc1
→ -13.2, -0.8, x, -2.3, -36.0, 1.1, -43.7, 1.3
COC(=O)c1ccc(C(=O)OC)c(-n2c(=O)c3ccccc3c3ccccc3c2=O)c1
→ -0.6, -7.8, 0.4, 4.4, -7.0, x, -0.5, x
CC(C)(C)c1cc[n+](-c2[nH]c(=O)sc2/C=N/N=C(\[O-])c2ccccc2)cc1
→ 6.1, 4.2, 0.0, 3.1, -10.1, -2.9, -0.4, -1.0
CCOc1ccccc1NC(=O)C1CCN(c2ccc(S(=O)(=O)N3CCCC3)cc2)CC1
→ 21.1, 2.4, x, 0.4, -10.0, -20.3, -1.8, -1.6
Cc1ccc(C2CC(c3cccc(NS(C)(=O)=O)c3)=NN2S(C)(=O)=O)cc1 (stereo not given)
→ 7.9, -2.0, 0.0, 0.8, -17.0, x, 4.2, -6.7
C[C@@H]1CN([C@H](C)CO)C(=O)c2cc(C3=CCCCC3)cnc2O[C@H]1CN(C)Cc1ccccc1
→ -0.7, -7.8, -0.8, 2.6, -4.7, 0.1, -5.7, 1.1
S=C(Nc1ccc2c(c1)OCO2)N1CCCC1
→ -1.2, x, -1.2, 8.5, 1.7, x, 10.0, 1.8
Cc1nc2sc(-c3ccccc3)cc2c(=O)n1N
→ -21.6, 6.2, -0.1, -3.4, -12.1, -73.2, 7.3, 2.1
Cc1ccc(C(=O)COC(=O)c2cnccn2)cc1[N+](=O)[O-]
→ 2.5, 2.0, 0.0, 2.7, -13.4, -5.1, x, -0.1

Reformatted: 3 of the compounds above.
CCOC(=O)Cc1csc(NC(=O)CSc2nc(=O)[nH]c3c2CCCC3)n1
  ARNT TACC3 PPI = -1.3; RAD54 inh = -6.8; XiGFP reactiv = -0.1; ERAP1 HTS inh = -0.6; RAD52 anneal inh = -5.2; esBAF inh = -13.0; INS-1E GSIS act = 28.3; F508del corr = 0.1

Cc1cc(OCC(=O)OCC(=O)NCc2cccs2)ccc1Cl
  ARNT TACC3 PPI = 0.9; RAD54 inh = 6.1; XiGFP reactiv = 0.0; ERAP1 HTS inh = -0.2; RAD52 anneal inh = -9.0; esBAF inh = -0.8; INS-1E GSIS act = -1.2; F508del corr = 2.1

Clc1ccc(OCCCCCN2CCCC2)c(Br)c1
  ARNT TACC3 PPI = x; RAD54 inh = 8.1; XiGFP reactiv = 0.3; ERAP1 HTS inh = 3.0; RAD52 anneal inh = 0.8; esBAF inh = -3.2; INS-1E GSIS act = 27.0; F508del corr = -1.1

Following part.
Under each structure: ARNT TACC3 PPI, RAD54 inh, XiGFP reactiv, ERAP1 HTS inh, RAD52 anneal inh, esBAF inh, INS-1E GSIS act, F508del corr
O=C(Cc1csc(-c2ccccc2)n1)Nc1ccc(C(F)(F)F)cc1
→ x, 1.2, 0.0, x, x, -2.7, 2.8, x
COc1ccc(NC(=S)N2CCCC(c3nc4ccc(C)cc4[nH]3)C2)cc1 (stereo not given)
→ 5.7, x, -0.9, 3.8, -3.9, x, -20.3, -2.6
COc1ccc2c3c(n(C)c2c1)[C@H](CO)N(C(=O)Nc1ccc(F)cc1)CC31CCN(C(=O)c2cccnc2)CC1
→ x, x, 0.4, 5.1, -10.0, x, -17.8, 3.3
C[C@@H]1CN([C@H](C)CO)C(=O)c2cc(NC(=O)CCCCCC(=O)Nc3ccccc3N)ccc2O[C@@H]1CN(C)Cc1ccccc1
→ x, x, 0.1, 1.0, 13.5, x, 22.4, -1.3
COc1ccc(S(=O)(=O)Nc2cccc3c2O[C@H](CN(C)S(=O)(=O)c2c(C)noc2C)[C@@H](C)CN([C@@H](C)CO)C3=O)cc1
→ x, x, 0.7, 3.4, 1.8, x, -4.1, 0.5
Cc1c(CC(=O)N2CCN(C(=O)C3COc4ccccc4O3)CC2)c(=O)oc2cc(O)c(Cl)cc12 (stereo not given)
→ 3.3, 5.3, 0.2, -430.9, -20.4, -0.9, 2.4, 1.3
CCOc1cc(C(=S)N2CCOCC2)ccc1OC(=O)c1ccccc1
→ 11.9, -4.8, 0.2, 5.5, -12.6, -0.7, -19.3, -5.2
C[C@@H]1CCCCO[C@@H](CN(C)C(=O)C2CCCCC2)[C@H](C)CN([C@@H](C)CO)C(=O)c2cc(NC(=O)Nc3ccccc3)ccc2O1
→ -14.2, -4.4, 0.1, -1.4, -3.9, 7.9, -0.8, 2.0
C1=C[C@H]2CC[C@@H]1N(c1ccccc1)O2
→ -3.6, -4.5, -0.1, -0.3, -19.5, 3.6, x, -1.4
OCc1cn(-c2ccc(Cl)cc2)nn1
→ -3.1, -4.8, 0.0, 8.4, -6.5, -2.5, 18.3, 0.1
COC(=O)c1ccc(NC(=O)CSc2nncn2-c2ccccn2)cc1
→ 2.9, 3.5, 0.0, 2.8, -3.9, -3.1, 14.1, -4.2
Cc1nc2ccccc2c(=O)n1NC(=O)/C=C/c1ccccc1Cl
→ -6.0, 3.3, 0.0, -3.0, -15.2, x, -2.2, -0.1
CCN(CC(=O)Nc1ccc(NC(C)=O)cc1)C(=O)c1ccc(Sc2nncn2C)c([N+](=O)[O-])c1
→ x, x, 0.0, -1.5, -0.7, x, x, 0.9
Cc1c(C(=O)NC2CCCCC2)oc2ccccc12
→ -2.5, 2.9, 0.4, 0.1, -16.7, 28.4, 9.7, -3.7
O=C(CS(=O)(=O)Cc1ccccc1)Nc1nnc(C(F)(F)F)s1
→ 5.0, -0.8, 0.1, -4.3, 2.9, 7.2, 11.1, 1.2
COc1cc2ccccc2cc1C(=O)N1CCCC1
→ -1.5, 10.5, 0.0, -0.9, -15.1, -4.6, -0.6, -0.9
COc1ccccc1CNC(=O)CCC(=O)N1CC(C)Sc2ccccc21 (stereo not given)
→ 5.6, -1.9, 0.1, 4.1, -9.1, -1.6, -19.3, 0.2
CCSc1nnc(Cc2cc(=O)[nH]c(=O)[nH]2)n1-c1ccc(F)cc1
→ 1.8, -3.1, -0.1, -3.8, -3.8, -7.3, 17.0, 1.8
CCN1CCCC1CN(Cc1cc2ccc(C)c(C)c2[nH]c1=O)C(=O)Nc1ccccc1OC (stereo not given)
→ 1.8, 15.5, x, x, x, -5.6, 23.4, x
CN(C)CC(=O)N1CCCCN2[C@H](CO)[C@H](c3ccc(-c4cccc(C(=O)N(C)C)c4)cc3)[C@@H]2C1
→ -5.5, -7.0, 0.3, -1.3, -3.7, -3.2, 14.6, -1.6
O=C(CC1CC1)N1CC(=O)N2[C@H](CO)[C@H](c3ccc(/C=C/c4ccccc4)cc3)[C@@H]2C1
→ x, x, 0.1, 0.8, -3.9, x, -4.0, 2.9
COc1ccc(NC2CCCN(C(=O)CCOc3ccccc3)C2)cc1 (stereo not given)
→ 10.3, 3.5, 0.0, -1.9, -6.5, -5.7, 16.2, 0.1
CN(C(=O)c1ccc(NC(=O)Cc2cccc(NC(=O)C3CCN(C(=O)C4CCC4)CC3)c2)cc1)C1CC1
→ -8.3, 10.7, -0.1, -0.9, -9.6, -1.9, 0.5, -0.1
O=C(Nc1ccccc1)OCCCCCOC(=O)Nc1ccccc1
→ -11.1, 3.7, 0.0, 0.9, -10.3, 1.1, 11.6, 1.5
Cc1cn(C2CC(O)C(CO)O2)c(=O)n(Cc2ccccc2)c1=O (stereo not given)
→ -2.7, -1.3, 0.3, -1.3, -11.1, 0.9, -15.7, -1.0

Compound activity as filed in PubChem BioAssay.
